# Screening results from PubChem BioAssay.
# MazEF act: activators of E. coli MazEF toxin-antitoxin RNase. hit rate 0.32% among 350,000. FAM/BHQ RNA-DNA oligo cleavage fluorescence, 5 h. AID 504720. P0AE70. activation, % at 20 µM; in the data active means activation above about 50%
# Target sequence (P0AE70 whole entry, looked up): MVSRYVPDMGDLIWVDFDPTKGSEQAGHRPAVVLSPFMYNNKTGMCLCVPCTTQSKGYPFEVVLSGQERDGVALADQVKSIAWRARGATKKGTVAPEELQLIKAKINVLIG
# FadD28 FP inh: blocks FadD28 binding to the bisubstrate probe; fluorescence polarization; inhibition, % at 12.5 µM; hit rate 0.22% among 360,000; AID 588549; in the data active means inhibition above about 8.5%, passing the limit was not always enough; inconclusive means no clear call, values can overlap the other calls
# Mtb BioA inh: BioA (M. tuberculosis) enzyme inhibition; purified M. tuberculosis BioA enzyme, plate reader; inhibition, % at 9.99 µM; hit rate 0.096% among 360,000; in the data active means inhibition above about 40%; inconclusive means no clear call, values can overlap the other calls
# BoNT-F LC inh: BoNT F light chain protease inhibition; Multiplex microsphere protease cleavage assay, flow cytometry; inhibition, % at 10 µM; hit rate 0.22% among 360,000; AID 588497; in the data active means inhibition above about 35%, passing the limit was not always enough; inconclusive means no clear call, values can overlap the other calls; further: plate controls were buffer without enzyme for full effect and enzyme alone for no effect
# Mtb UGM inh: blocks M. tuberculosis UGM enzyme; P9WIQ1; purified UGM, fluorescence polarization probe displacement; inhibition, % at 10 µM; hit rate 0.06% among 320,000; in the data active means inhibition above about 10%, passing the limit was not always enough; inconclusive means no clear call, values can overlap the other calls
# PrPC surface inh: cell surface PrPC inhibition, primary TR-FRET screen; inhibition, % at 13.8 µM; hit rate 0.43% among 370,000; P04156; AID 720596; TR-FRET read-out; in the data active means inhibition above about 24%; further: 0% = median of the test wells and 100% = reference compound wells
# FBA Mtb inh: inhibitors of M. tuberculosis fructose-bisphosphate aldolase. P9WQA3. purified M. tuberculosis FBA, fluorescence read-out. inhibition, % at 1 µM. hit rate 2.3% among 360,000; in the data active means inhibition above about 27%;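 further: 0% = vehicle and 100% = reference inhibitor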
# Target sequence (P9WQA3 whole entry, looked up): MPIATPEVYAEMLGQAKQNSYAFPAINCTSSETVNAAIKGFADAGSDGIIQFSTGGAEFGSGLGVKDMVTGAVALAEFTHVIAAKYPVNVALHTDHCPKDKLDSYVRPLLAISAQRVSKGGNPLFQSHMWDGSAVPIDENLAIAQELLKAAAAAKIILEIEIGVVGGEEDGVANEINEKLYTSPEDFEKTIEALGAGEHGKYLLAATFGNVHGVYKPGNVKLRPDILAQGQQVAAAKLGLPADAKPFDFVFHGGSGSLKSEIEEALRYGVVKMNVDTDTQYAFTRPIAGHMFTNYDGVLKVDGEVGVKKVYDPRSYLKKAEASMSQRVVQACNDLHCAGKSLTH
# GDH-TPI inh: inhibits GDH-TPI coupling enzymes, artifact for Mtb FBA screen; GDH-TPI coupled enzyme counterscreen, NADH absorbance; inhibition, % at 4.8 µM; hit rate 1.2% among 360,000; in the data active means inhibition above about 30%;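 further: 0% = DMSO wells and 100% = wells lacking the enzyme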
# Rv3671c inh: inhibitors of M. tuberculosis serine protease Rv3671c. inhibition, % at 5.96 µM. hit rate 0.048% among 320,000. AID 2606; in the data active means inhibition above about 38%;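 further: extracellular domain of Rv3671c used as enzyme; 0% = enzyme with DMSO and 100% = no enzyme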
# Target sequence (P9WHR9 whole entry, looked up, the tested form may be a part): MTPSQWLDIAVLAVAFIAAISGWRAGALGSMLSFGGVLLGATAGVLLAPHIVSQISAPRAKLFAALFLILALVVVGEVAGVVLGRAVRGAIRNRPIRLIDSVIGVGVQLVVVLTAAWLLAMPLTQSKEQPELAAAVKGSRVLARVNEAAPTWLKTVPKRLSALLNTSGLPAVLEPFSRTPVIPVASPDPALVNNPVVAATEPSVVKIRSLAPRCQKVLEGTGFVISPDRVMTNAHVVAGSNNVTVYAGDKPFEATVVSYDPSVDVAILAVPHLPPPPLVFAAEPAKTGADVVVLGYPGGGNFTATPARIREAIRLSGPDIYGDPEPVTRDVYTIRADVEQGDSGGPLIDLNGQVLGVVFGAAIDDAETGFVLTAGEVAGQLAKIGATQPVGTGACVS
# * marks the source's active call; other numbers are inactive results; ? = inconclusive; · = not tested or not shown; & = joins results of further samples.
SMILES,MazEF act,FadD28 FP inh,Mtb BioA inh,BoNT-F LC inh,Mtb UGM inh,PrPC surface inh,FBA Mtb inh,GDH-TPI inh,Rv3671c inh
C=CCn1c(CC(=O)Nc2ccc(C)cc2C)nnc1SCC(=O)N1CCOCC1,-6.6,-4.5,-0.8,11.0,1.8,0.7,-2.0,3.5,-1.1
COc1cc(C(=O)NNC(=O)C2CCC2)cc(OC)c1OC,-1.2,-2.4,-1.3,0.9,-0.3,-5.1,-0.1,0.3,-10.7
O=c1[nH]c(SCc2n[nH]c(=S)n2-c2ccccc2)nc2sc3c(c12)CCC3,-2.1,-0.8,0.3,10.2,4.9,-1.6,5.5,9.4,-5.9
O=C(CSc1ccccc1)N1CCN(c2ccc(F)cc2)CC1,3.5,-0.9,·,8.1,1.3,-4.0,-1.2,3.2,6.5
Cc1ccc(CSc2nnc(-c3ccc(NS(=O)(=O)c4ccccc4)cc3)o2)cc1,1.9,-0.5,·,-6.5,1.5,7.9,0.4,0.0,-2.9
COc1ccc(S(=O)(=O)N(C)C[C@@H]2OCc3cn(nn3)CCCC(=O)N([C@H](C)CO)C[C@H]2C)cc1,·,-2.6,-0.5&-2.5&-2.4,6.5,·,1.5,-3.7,·,·
Cc1cccc(NC(=O)CSc2nnc(C)n2Cc2ccccc2)c1,7.1,-1.6,1.7,-1.1,0.8,3.1,2.4,7.7,-0.7
COc1ccc(N2CCN(C(=S)Nc3ccc(F)cc3)CC2)cc1,3.0,-0.5,-2.9,?,-0.8,10.9,-1.0,16.8,-5.1
COc1ccc(-c2nnc(N3CCCCC3)c3ccccc23)cc1,-2.0,-3.9,9.4,0.4,0.1,·,-0.6,-6.8,-3.7
Cc1ccccc1Nc1nnc(SCC(=O)c2ccc(O)cc2O)s1,10.3,-1.4,·,-19.7,1.4,4.0,2.4,17.8,-3.1
COc1cccc2c(C)nc(Nc3nc(CSc4nnc(C)s4)cc(=O)[nH]3)nc12,62.2*,-0.3,0.7,3.7,0.0,-8.4,3.6,4.4,3.8
COCCCNC(=O)CCn1c(=O)c2ccccc2n(CC(=O)NCCC2=CCCCC2)c1=O,-3.0,0.4,-2.5,-11.3,-2.3,1.1,1.5,5.1,-7.6
O=C(NCCCN1CCOCC1)C(=O)NCC1OCCN1S(=O)(=O)c1ccc(Br)cc1 (stereo unspecified),4.0,-3.6,0.7,-10.4,-1.7,2.4,1.2,-2.4,-5.2
Cc1ccc2[nH]c(=O)c(CN(C)C(=O)c3ccccn3)cc2c1,2.8,-1.9,0.7,16.8,0.6,-8.3,3.7,10.6,5.2
COc1ccc2[nH]c(=O)c(C(c3nnnn3CC3CCCO3)N3CCc4ccccc4C3)cc2c1 (stereo unspecified),0.4,0.0,-1.7,-13.4,0.9,5.7,12.3,7.5,-0.9
S=c1nc(-c2ccccc2)n(-c2ccccc2)[nH]1,7.0,-4.6,-0.2,10.2,1.0,11.4,4.9,-6.0,-3.8
Oc1ccccc1C(=S)N1CCCC1,0.6,-2.0,-0.7,-13.4,-0.8,8.1,2.9,4.3,7.8
CCOC(=O)c1c(N)sc(-c2ccccc2)c1C,0.0,-0.6,1.0,-0.3,1.1,-0.3,-0.9,-3.7,6.0
S=C1CCSc2ccc(Cl)cc2N1,5.6,-2.8,-0.2,-14.3,·,9.2,2.5,13.6,·
Cc1ccccc1C(=O)N/N=C/c1ccccn1,-4.2,-2.8,0.2,-9.2,1.4,3.8,0.4,-3.7,-2.7
CCOC(=O)C1CCN(S(=O)(=O)c2c(C)[nH]c(C)c2C(=O)N2CCCC2)CC1,-0.4,-2.4,0.0,3.2,1.4,9.4,1.8,11.1,-4.0
O=C(CCc1nc(-c2ccc(Cl)cc2)no1)NC1CCCCC1,-1.9,-4.4,3.9,8.7,0.5,0.6,-0.1,-0.3,-4.1
O=C(CN1C(=O)c2cccnc2Oc2ccc(Cl)cc21)Nc1ccccc1F,12.2,-3.7,-0.2,-9.2,0.9,6.0,0.6,-4.0,-28.6
O=C(C(=O)N1CCN(c2ccc(F)cc2)CC1)c1c[nH]c2ccccc12,8.7,-0.8,·,-12.3,0.6,-1.6,2.6,0.6,-6.3
COc1ccccc1C(=O)Nc1ccc(NC(=O)c2ccco2)cn1,7.2,·,·,14.9,-0.1,1.8,-1.3,5.2,-13.3

# One compound at a time, as listed above.
# Cc1ccccc1C(=O)N/N=C/c1ccccn1 is listed as MazEF act = -4.2; FadD28 FP inh = -2.8; Mtb BioA inh = 0.2; BoNT-F LC inh = -9.2; Mtb UGM inh = 1.4; PrPC surface inh = 3.8; FBA Mtb inh = 0.4; GDH-TPI inh = -3.7; Rv3671c inh = -2.7
# COCCCNC(=O)CCn1c(=O)c2ccccc2n(CC(=O)NCCC2=CCCCC2)c1=O is listed as MazEF act = -3.0; FadD28 FP inh = 0.4; Mtb BioA inh = -2.5; BoNT-F LC inh = -11.3; Mtb UGM inh = -2.3; PrPC surface inh = 1.1; FBA Mtb inh = 1.5; GDH-TPI inh = 5.1; Rv3671c inh = -7.6
# COc1cc(C(=O)NNC(=O)C2CCC2)cc(OC)c1OC is listed as MazEF act = -1.2; FadD28 FP inh = -2.4; Mtb BioA inh = -1.3; BoNT-F LC inh = 0.9; Mtb UGM inh = -0.3; PrPC surface inh = -5.1; FBA Mtb inh = -0.1; GDH-TPI inh = 0.3; Rv3671c inh = -10.7

# The main list resumes with the five entries that preceded the break.
SMILES,MazEF act,FadD28 FP inh,Mtb BioA inh,BoNT-F LC inh,Mtb UGM inh,PrPC surface inh,FBA Mtb inh,GDH-TPI inh,Rv3671c inh
CCOC(=O)C1CCN(S(=O)(=O)c2c(C)[nH]c(C)c2C(=O)N2CCCC2)CC1,-0.4,-2.4,0.0,3.2,1.4,9.4,1.8,11.1,-4.0
O=C(CCc1nc(-c2ccc(Cl)cc2)no1)NC1CCCCC1,-1.9,-4.4,3.9,8.7,0.5,0.6,-0.1,-0.3,-4.1
O=C(CN1C(=O)c2cccnc2Oc2ccc(Cl)cc21)Nc1ccccc1F,12.2,-3.7,-0.2,-9.2,0.9,6.0,0.6,-4.0,-28.6
O=C(C(=O)N1CCN(c2ccc(F)cc2)CC1)c1c[nH]c2ccccc12,8.7,-0.8,·,-12.3,0.6,-1.6,2.6,0.6,-6.3
COc1ccccc1C(=O)Nc1ccc(NC(=O)c2ccco2)cn1,7.2,·,·,14.9,-0.1,1.8,-1.3,5.2,-13.3
Nc1nc(SCC(=O)NCCOCCO)nc2sc3c(c12)CCCC3,-0.3,-3.8,·,4.5,-3.0,1.5,1.7,-0.6,7.2
CCOc1ccc(S(=O)(=O)Nc2cc(NS(=O)(=O)c3ccc(OCC)cc3)cc(C(=O)O)c2)cc1,-1.8,-6.8,-1.7,5.2,-2.7,-0.6,2.5,15.2,-107.2
Cn1cc(CCNC(=O)c2ccc3nc(Cc4ccccc4F)oc3c2)cn1,0.4,-4.0,-1.4,3.8,-1.2,-3.3,-0.3,-6.0,-3.2
Nc1ccc(C(=O)OCc2nc3c(ccc4ccccc43)[nH]2)cc1,-3.5,-3.2,0.6,13.0,-0.8,2.4,-9.6,1.9,-17.4
O=C(NCCCn1ccnc1)c1ccc(Cl)s1,-4.4,-1.7,1.6,5.9,-2.6,0.8,1.6,1.3,5.5
Cc1ccc2nc(C)cc(N/N=C/c3cccnc3)c2c1,6.4,-2.0,·,-11.9,-0.4,5.7,8.8,8.0,-8.1
S=C(Nc1ccc2nc(-c3ccccn3)c(-c3ccccn3)nc2c1)N1CCCCC1,-53.1,-0.1,-2.4,8.0,·,·,3.3,7.5,·
O=S1(=O)CCN2C=C(Cl)C=C(Cl)C2=N1,4.6,0.8,-0.1,2.6,2.1,6.5,140.2*,8.1,6.0
Cn1c(NNC(=O)c2ccc(C(C)(C)C)cc2)cc(=O)n(C)c1=O,7.2,-3.5,-0.2,0.5,1.6,-5.6,3.9,-1.6,-1.6
Cc1ccc(-c2cc(-c3ccc(C)cc3)[n+](-c3ccc(C(=O)[O-])cc3)c(-c3ccc(C)cc3)c2)cc1,20.0,-3.3,5.9,-15.6,-1.9,-21.3,37.5*,45.8*,-2.9
Cc1occc1C(=O)NNC(=O)c1ccccc1Br,-3.8,-4.7,-0.9,1.0,3.2,2.9,-6.8,-4.4,-19.2
Cc1noc(C)c1COc1cccc(C(=O)N(C)Cc2cccs2)c1,9.6,-1.6,3.2,7.4,0.2,0.8,-0.3,-6.5,-3.7
COc1cc(OC)c(NC(=O)C2CC(=O)N(c3ccc4c(c3)OCCO4)C2)cc1Cl (stereo unspecified),6.2,1.5,-0.1,·,·,5.6,0.0,2.8,15.2
COc1ccc(-c2cc(C(=O)NCC(c3ccco3)N(C)C)c3ccccc3n2)cc1OC (stereo unspecified),-1.7,-3.0,·,6.9,2.6,-7.9,2.4,17.2,3.0
Cc1cccc(-n2nc3c(c2NC(=O)c2ccc(Br)o2)CSC3)c1,3.8,0.1,-1.0,8.9,-0.3,-1.9,2.9,5.3,-65.3
O=[N+]([O-])c1ccc2cn(-c3ccccc3)nc2c1,3.9,-1.4,-0.1,-0.7,0.8,-10.8,6.0,17.3,3.9
CN(C)S(=O)(=O)c1ccc(N2CCCC2)c(C(=O)NCC2COc3ccccc3O2)c1 (stereo unspecified),1.0,0.6,·,·,-3.0,-2.6,4.2,5.3,0.8
COc1ccc(-c2cc(C(F)(F)F)c(C#N)c(SCC(=O)Nc3nc(C)co3)n2)cc1,-22.8,-5.9,0.2,7.4,3.4,·,10.0,7.4,0.2
CC1COc2ccccc2N1S(=O)(=O)c1ccccc1 (stereo unspecified),3.9,0.9,·,-5.2,-0.7,2.0,1.3,4.4,-3.1
CC(Sc1ccccc1)C(=O)Nc1cccc(N(C)S(C)(=O)=O)c1 (stereo unspecified),7.1,-3.6,-0.1,-10.1,-1.0,5.8,-2.7,-6.7,-4.3
Cc1ccc(C(=O)Nc2sc3c(c2C(=O)O)CCCC3)o1,1.6,-2.0,0.3,2.7,1.1,12.0,14.1,35.8*,-1.1
CN(CCN1CCOCC1)C(=O)C1CCC(=O)N(Cc2ccc(Cl)cc2)C1 (stereo unspecified),1.5,0.6,0.1,-1.2,·,3.0,0.0,10.7,·
Cc1cc(C)c(OCCCCCNCCO)c(C)c1,3.1,-1.8,0.9,-24.6,-0.8,1.1,4.9,0.8,-3.0
O=C(CNC(=O)c1ccccc1F)N/N=C/c1cccnc1,5.5,-0.9,2.1,1.0,-3.1,-9.6,0.5,7.6,3.6
CC(C)(C)S(=O)(=O)c1cnc(-c2ccccn2)nc1N,7.6,-1.7,·,7.0,-3.0,4.4,1.4,10.1,8.5
CCN(C(=O)CSc1nncn1-c1ccccc1)c1c(N)n(Cc2ccccc2)c(=O)[nH]c1=O,5.4,-2.9,-0.2,-6.9,-0.8,-2.2,-0.1,0.0,-5.7
COc1cc(C(=O)Nc2ccc(S(=O)(=O)NC(C)C)cc2)cc(OC)c1OC,5.5,-1.4,-1.0,0.0,1.9,7.4,1.1,6.2,-4.2

# Reprinted at random: two compounds from above, in no set order.
SMILES,MazEF act,FadD28 FP inh,Mtb BioA inh,BoNT-F LC inh,Mtb UGM inh,PrPC surface inh,FBA Mtb inh,GDH-TPI inh,Rv3671c inh
Cc1ccccc1Nc1nnc(SCC(=O)c2ccc(O)cc2O)s1,10.3,-1.4,·,-19.7,1.4,4.0,2.4,17.8,-3.1
O=C(NCCCn1ccnc1)c1ccc(Cl)s1,-4.4,-1.7,1.6,5.9,-2.6,0.8,1.6,1.3,5.5
